# APJ agonist: APJ receptor agonism; P35414; CHO-K1 APJ PathHunter beta-arrestin, luminescence; 0% DMSO wells, 100% apelin; activation, % at 20 µM; 330,000 compounds, 0.11% hits; AID 2520;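 active = activation more than six SD over the plate average, tested at 20 µM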;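 note: 0% = DMSO alone and 100% = apelin-13 at 10 nM; some results filed as inactive read as strong as hits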
# Target sequence (P35414 whole entry, looked up): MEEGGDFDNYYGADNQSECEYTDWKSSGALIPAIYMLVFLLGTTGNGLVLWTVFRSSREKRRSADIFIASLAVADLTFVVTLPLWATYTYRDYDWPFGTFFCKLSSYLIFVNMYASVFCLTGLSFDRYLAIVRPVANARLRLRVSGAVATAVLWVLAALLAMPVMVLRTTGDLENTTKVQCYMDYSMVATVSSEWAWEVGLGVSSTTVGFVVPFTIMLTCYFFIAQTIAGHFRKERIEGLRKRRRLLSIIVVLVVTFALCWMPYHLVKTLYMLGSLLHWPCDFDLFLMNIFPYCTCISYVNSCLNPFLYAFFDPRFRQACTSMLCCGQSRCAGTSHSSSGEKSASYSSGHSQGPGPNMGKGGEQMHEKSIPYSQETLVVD
#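 Test system – PathHunter CHO-K1 APJ (AGTRL-1) beta-arrestin reporter cells · Input – 1000 cells/well · Compound – single test compound dose, 20 µM final, 1% DMSO · Times – compound stimulation 90 min at 25 °C, detection 60 min · Technique – beta-gal luminescence · Read-out basis – APJ–arrestin association signal · Control set – negative DMSO alone, positive Apelin-13 at 10 nM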
# CXCR6 inh: blocks human CXCR6 beta-arrestin recruitment | O00574 | CHO-K1 PathHunter CXCR6 beta-arrestin, luminescence | inhibition, % at 20 µM | 360,000 compounds, 0.36% hits; in the data active = inhibition above about 34%, passing the limit was not always enough;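 note: antagonist mode with CXCL16 agonist at 10 nM final; 0% = 10 nM CXCL16 with DMSO and 100% = unstimulated wells without agonist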
# Target sequence (O00574 whole entry, looked up): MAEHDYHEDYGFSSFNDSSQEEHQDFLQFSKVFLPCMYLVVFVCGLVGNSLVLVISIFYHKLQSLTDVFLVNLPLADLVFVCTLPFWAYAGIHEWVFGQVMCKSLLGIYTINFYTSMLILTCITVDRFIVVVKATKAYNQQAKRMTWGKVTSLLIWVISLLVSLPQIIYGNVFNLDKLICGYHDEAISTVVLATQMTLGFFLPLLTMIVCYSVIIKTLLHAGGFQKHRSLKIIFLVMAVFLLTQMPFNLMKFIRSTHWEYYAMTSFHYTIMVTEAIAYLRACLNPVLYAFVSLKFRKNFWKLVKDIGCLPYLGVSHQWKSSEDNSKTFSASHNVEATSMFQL
# CHOP UPR activ: apoptotic UPR (CHOP) activation; AID 449763; 330,000 compounds, 0.34% hits; activation, % at 10 µM; CHO-CHOP luciferase reporter, luminescence; percent of tunicamycin response over DMSO baseline;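 active = at 10 µM dose, activation of 40% or more, normalized to positive control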;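 note: 100% = tunicamycin at 10 µg/mL and 0% = DMSO alone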
#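 System: CHO-CHOP luciferase reporter cell line | Buffer or medium: F12 medium containing 10% fetal bovine serum | Doses: One dose, 10 µM in 0.5% DMSO | Times: 6 h compound exposure at 37 °C after overnight seeding | Signal: Luciferase luminescence | Read-out: % activation vs tunicamycin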
# TIM10 inh: growth inhibitors of TIM10 yeast strain. 330,000 compounds, 1.4% hits. inhibition, % at 10 µM. S. cerevisiae TIM10 strain growth, BacTiter-Glo luminescence, 24 h;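 active = inhibition of 40% or more at the single tested concentration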;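 note: wild-type TIM10 isogenic control strain grown at permissive 25 °C; 0% = DMSO yeast wells and 100% = minimal medium wells without yeast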
# tim10-1 inh: growth inhibitors of tim10-1 mutant yeast; S. cerevisiae tim10-1 ts strain growth, BacTiter-Glo, 24 h; inhibition, % at 20 µM; 330,000 compounds, 2.2% hits; AID 463190;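 active = inhibition of at least 40%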;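 note: mutant grown at 25 °C; 0% = DMSO wells with yeast and 100% = wells holding no yeast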
# Mdm2-MdmX inh: inhibitors of human Mdm2/MdmX interaction. O15151+Q00987. SaOS-2 split-luciferase Mdm2/MdmX complementation, luminescence. inhibition, % at 8 µM. 330,000 compounds, 3% hits. AID 485346;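 active = inhibition of at least 50% at 8 µM in the primary screen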
# UPR XBP1 act: activators of adaptive arm of unfolded protein response (XBP1). CHO-XBP1 luciferase reporter, IRE1-XBP1 UPR activation, luminescence; percent of tunicamycin response, DMSO as zero. activation, % at 20 µM. 330,000 compounds, 0.33% hits. AID 463104;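 active = versus positive control, 20 µM dose yields 30% or more activation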;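 note: 100% = tunicamycin at 10 µg/mL and 0% = DMSO only wells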
#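 Material: IRE1-XBP1 luciferase reporter CHO line / Quantity: one thousand reporter cells per well / Buffer or medium: F12 with 10% serum / Compound: 20 µM single concentration, DMSO 1% / Times: 6 h treatment, 37 °C / Detection: Steady-Glo luciferase glow luminescence, 10 min after reagent addition / Benchmarks: tunicamycin high, DMSO low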
# tim23-1 inh: tim23-1 yeast growth inhibition; 330,000 compounds, 1.3% hits; inhibition, % at 20 µM; S. cerevisiae tim23-1 growth, BacTiter-Glo luminescence, 24 h;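 active = growth inhibition of the mutant yeast at or above 50%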;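 note: temperature-sensitive mutant grown at 25 °C; plate controls were DMSO-treated mutant yeast for no effect and medium wells lacking yeast for full effect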
# APJ antagonist: antagonists of human APJ apelin receptor; P35414; inhibition, % at 20 µM; CHO-K1 APJ beta-arrestin complementation, luminescence; 330,000 compounds, 0.32% hits; AID 2521;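 active = inhibition above about 40% at 20 µM, limit read from the data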;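 note: cells challenged with 10 nM apelin-13 agonist together with compound; plate controls were apelin-13 plus DMSO wells for no effect and DMSO wells lacking apelin-13 for full effect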
# An asterisk follows results filed as active; & = joins results of further samples. The list is partial. The share of hits here may be higher or lower than overall.
# Below each SMILES: TIM10 inh	tim10-1 inh	Mdm2-MdmX inh	APJ agonist	UPR XBP1 act	CXCR6 inh	CHOP UPR activ	APJ antagonist	tim23-1 inh
- Cc1ccc(S(=O)(=O)Nc2cc3c(C(=O)Nc4ccccc4)c(C)oc3c3ccccc23)cc1
  -9	2	19	1	-4	-14	-2.7	-25	-3
- CCNC(=O)CC1C(=O)N(c2ccc(OC)cc2)C(=O)N1CCOC (stereo unspecified)
  -13	1	-15	-2	-1	0	-0.6	7	7
- CC(=O)c1sc(N/N=C\c2ccc(C)cc2)nc1C
  14	18	-136	-3	6	-1	5.8	-16	38
- COc1cccc(/C=N/n2c(N)c(S(=O)(=O)c3cccs3)c3nc4ccccc4nc32)c1OC
  -3	11	83*	-1	9	2	5.7	15	11
- O=C(CCNC(=O)Cn1cnc2ccccc2c1=O)NCCC1=CCCCC1
  2	3	13	-1	-2	-4	-1.4	9	6
- O=C(NNC(=O)c1ccc([N+](=O)[O-])cc1C(=O)O)c1ccncc1
  -10	-3	4	0	-1	-21	-0.3	-6	9
- CN(CC(=O)Nc1ccccc1Br)C(=O)CCc1ccccc1
  18	-10	2	-1	2	9	1.8	13	0
- Cc1cc(OCC[N+]2(C)CCCCC2)nc2ccccc12
  9	12	7	-5	-3	9	-4.2	13	8
- C=CCSc1nnc(NC(=O)COc2ccccc2)s1
  17	9	16	-3	1	-10	0.4	-11	1
- COc1ccc(CCNC(=O)C(=O)NCC2CCCN2S(=O)(=O)c2cccs2)cc1OC (stereo unspecified)
  1	3	11	-3	-2	-13	1.1	9	8
- Fc1ccc(NC(=S)N2CCN(c3cccc(C(F)(F)F)c3)CC2)cc1
  26	20	11	2	-2	-5	-0.6	14	18
- CCN(CC)c1ccc(/C=N/NC(=S)NCc2ccccc2)c(O)c1
  41*	23	60*	3	-2	3	-0.6	-36	28
- O=C(Cn1nc(-c2ccccc2)c2ccccc2c1=O)Nc1ccc(O)cc1
  -25	-17	-16	-3	-1	-5	0.4	7	-29
- COc1ccc(C(=O)NCCN2CCOCC2)cc1OC
  -5	9	2	-2	-4	4	-3.2	21	1
- COc1ccccc1CN1CC(C(=O)NCCSc2nnnn2C)CCC1=O (stereo unspecified)
  -4	-5	29	7	-5	5	3.0	7	6
- CC1CCN(C(=O)c2cc3ccccc3c(=O)o2)CC1
  8	-10	-14	0	2	-2	2.7	10	6
- O=C(Nc1ccccc1)N(Cc1ccccc1)C1=NCCS1
  -5	-11	5	-2	1	3	0.8	7	-5
- O=C(Nc1cccc(F)c1)N1CCCC(CNS(=O)(=O)Cc2ccccc2)C1 (stereo unspecified)
  2	19	3	-2	3	0	-0.1	3	6
- CN(C)c1ccc(C(CNS(=O)(=O)c2ccc([N+](=O)[O-])cc2)N2CCCC2)cc1 (stereo unspecified)
  5	17	28	1	-2	-10	-0.7	-14	2
- C#CCOCCOCCOCCNc1nc(N2CCN(C(=O)C(Cc3ccc(O)cc3)n3cc(C(N)C(C)CC)nn3)CC2)nc(N2CCN(C(=O)C(Cc3ccc(O)cc3)n3cc(C(N)C(C)CC)nn3)CC2)n1 (stereo unspecified)
  8	-17	-13	4	-2	3	1.5	-52	-9
- Cc1nc(N2CCN(Cc3ccc4c(c3)OCO4)CC2)c2cc(-c3ccccc3)sc2n1
  32	26	13	-4	2	12	2.4	-11	44
- Cc1cccc(NC(=O)Nc2ccc(Cl)cc2)n1
  0	3	-8	0	2	-14	7.5	-10	18
- Cc1ccccc1-c1nc(CS(=O)CC(=O)NC2CC2)c(C)o1 (stereo unspecified)
  4	20	12	-2	-8	2	-0.7	-11	11
- O=C(c1ccc(Cn2c(=S)[nH]c3ccc(N4CCOCC4)cc3c2=O)cc1)N1CCN(c2ccc(F)cc2)CC1
  -6	9	-11	1	1	3	4.6	-15	7
- CC(C)(C)NC(=O)CSc1nc(Cc2ccccc2)nc2ccccc12
  -11	6	31	-2	-4	-13	-0.2	15	31
- CCOC(=O)CCc1nn(C)c(=O)c2ccccc12
  -7	2	9	-2	-1	-2	-1.4	11	-26
- Cc1nnc(SCC(=O)Nc2ccc(Cl)cn2)n1Cc1ccccc1
  13	8	27	-4	-2	7	1.3	12	-2
- O=C(CSc1nnc2sc3ccccc3n12)NCc1ccc2c(c1)OCO2
  7	14	10	-1	-2	0	-0.4	-46	10
- O=C(c1ccc(Cn2cc([N+](=O)[O-])cn2)o1)N1CCCC1
  0	3	16	-3	-7	6	-1.0	-1	-11
- CCOc1cc(C2NC(=O)NC(c3ccccc3)=C2C(C)=O)ccc1OC(C)=O (stereo unspecified)
  -15	15	-22	0	2	0	-2.1	-14	15
- COc1ccc(OC)c(C(c2nnnn2C2CCCC2)N2CCN(c3ccccc3F)CC2)c1 (stereo unspecified)
  10	21	11	-3	-2	6	-1.0	8	14
- CC(C)c1onc(C(=O)N(C)Cc2ccccc2)c1[N+](=O)[O-]
  8	14	5	-1	-1	-4	1.3	-13	15
- O=C(CC12CC3CC(CC(C3)C1)C2)Nc1ccccc1N1CCOCC1
  19	21	32	-4	-2	7	-1.3	5	39
- Cc1ccc(CCNC(=O)C2CC(c3ccc(C(F)(F)F)cc3)=NO2)cc1 (stereo unspecified)
  5	-18	28	-6	2	-12	-1.9	15	4
- Cc1csc(NC(=O)c2cc(=O)[nH]c3ccccc23)n1
  -14	17	-12	-2	-3	5	0.9	15	8
- OC(CNC1CCCC1)COCCOc1ccc(Br)cc1 (stereo unspecified)
  -17	12	2	-6	-2	3	0.9	-12	1
- CC(=O)NNc1nc(-c2ccccc2)cs1
  9	18	7	-2	-2	-21	1.8	4	16
- NC(=O)C1CC(=O)N(c2ccc(OCc3ccccc3Cl)cc2)C1 (stereo unspecified)
  -9	2	-7	-7	1	-3	2.2	1	18
- CCOc1cc(C(=O)N2CCN(c3ccccc3)CC2)cc(OCC)c1OCC
  1	23	6	-2	-1	5	-1.9	29	16
- COc1cc2c(cc1OC)CN(c1ccc(C(N)=O)cc1[N+](=O)[O-])CC2
  11	10	17	0	1	1	0.0	-6	8
- COc1ccc(N2CCN(C3CCCN(C(=O)CSC)C3)CC2)cc1 (stereo unspecified)
  0	-3	23	-1	-1	-8	-0.7	12	-9
- CN(C)N1C(N)=C(C#N)C(c2cccs2)C2=C1CCCC2=O (stereo unspecified)
  3	-11	10	0	-1	1	0.2	-28	9
- Clc1ccccc1OCc1nn[nH]n1
  10	-16	9	3	-5	3	-0.7	13	-2
- Cc1c(CC(=O)N[C@@H](CCCNC(N)=O)C(=O)O)c(=O)oc2cc3oc4c(c3cc12)CCCC4
  2	19	10	-5	-4	-4	-1.1	10	14
- O=c1cc(CN2CCN(Cc3ccccc3)CC2)c2ccc(O)c(O)c2o1
  6	-8	11	-1	63*	-12	3.8	-11	1
- COc1ccc(CC(=O)NC(C)c2nnc(SCC(=O)c3ccc(OC)cc3)n2C)cc1 (stereo unspecified)
  -22	10	14	-2	-1	-18	-0.2	0	6
- CN(C)S(=O)(=O)Oc1cccc(C(=O)Nc2cccc(Cl)c2)c1
  77*	55*	-49	2	1	-5	4.5	-4	46
- Cc1nn(C)cc1S(=O)(=O)N1CCN(Cc2ccccc2Cl)CC1
  10	14	-28	-1	-1	-10	-0.9	-16	18
- COC(=O)c1ccc(Oc2nc(Nc3ccc(F)cc3)nc(N3CCCC3)n2)cc1
  -20	-7	15	1	-3	6	-1.5	14	-26
- Cc1nnc(SCC(=O)NCC2COc3ccccc3O2)s1 (stereo unspecified)
  -6	-8	-6	-3	1	0	-0.4	9	-5
- Cc1c(OCC(=O)NCCN2CCOCC2)ccc2c3c(c(=O)oc12)CCC3
  8	2	-10	-3	1	-5	0.8	0	-1
- O=S(=O)(NC1=NCCC1)c1cccc(NS(=O)(=O)c2ccc(OC(F)(F)F)cc2)c1
  3	2	3	-2	-2	-1	-0.7	-9	6
- C=CCNC(=S)NNC(=O)c1ccc(OCC(C)C)cc1
  13	33	15	-2	2	6	2.3	12	11
- Cc1c(Cl)c([N+](=O)[O-])nn1CCCC(=O)NC(C)c1ccccc1 (stereo unspecified)
  9	17	-10	1	0	0	0.5	1	8
- Cc1nc(C(=O)Nc2ccc(F)cc2)nn1-c1ccc([N+](=O)[O-])cc1
  -2	0	13	-2	-2	3	-3.4	0	5
- O=C(O)c1cc(S(=O)(=O)NC2CCCc3ccccc32)ccc1O (stereo unspecified)
  4	9	5	2	3	-4	0.9	8	24
- O=C(OCc1csc(-c2ccccc2)n1)C1=NN(c2ccccc2)C(=O)CC1
  16	16	1	-5	3	-5	2.2	-20	32
- CCOC(=O)N1CCC(NC(=O)CS(=O)(=O)Cc2nc(-c3cccc(Cl)c3)oc2C)CC1
  5	9	11	0	-6	2	-1.9	-31	-9
- Cc1ccc(S(=O)(=O)NCCC(=O)NNC(=O)C2COc3ccccc3O2)cc1 (stereo unspecified)
  -13	-19	19	-7	-1	0	-1.6	-16	-14
- CCN(CCCNC(=O)c1[nH]c(C)c(C(C)=O)c1C)c1cccc(C)c1
  12	24	21	-11	-2	-2	-1.9	-3	15

# (next part)
# Below each SMILES: TIM10 inh	tim10-1 inh	Mdm2-MdmX inh	APJ agonist	UPR XBP1 act	CXCR6 inh	CHOP UPR activ	APJ antagonist	tim23-1 inh
- CN1CCc2cccc3c2[C@H]1Cc1ccc(O)c(O)c1-3
  -17&-16&2	1&16&21	48&30&28	-4&-3&-3	-2&-5&-6	-6&-1&-10	-1.6&-1.2&-2.0	-10&9&13	-10&3&-4
- COc1ccccc1CN1CC(C(=O)N2CCCCO2)CCC1=O (stereo unspecified)
  -1	-1	-37	8	2	2	7.0	-18	6
- O=C(Oc1ccc(OC(=O)c2ccncc2)cc1)c1ccncc1
  -12	7	-8	1	2	4	-0.2	-28	-3
- CCCC(=O)Nc1cc(S(=O)(=O)N2CCOCC2)ccc1N1CCCCC1
  2	11	0	-3	1	3	-1.0	1	26
- CCC(C)NC(=O)C1CCN(S(=O)(=O)c2ccc(-n3cnnn3)cc2)CC1 (stereo unspecified)
  10	-8	4	-3	1	-2	-0.6	15	2
- O=C(N/N=C/c1ccccc1O)C1CC(=O)N(c2ccc(Cl)cc2)C1 (stereo unspecified)
  7	34	76*	-2	-1	-7	-1.3	-14	13
- CCN(CC)C(=O)Cn1cc(C(=O)C(=O)N2CCN(c3ccc([N+](=O)[O-])cc3)CC2)c2ccccc21
  1	-10	33	7	-7	6	0.0	-15	4

# Three entries from above, sorted by the number in Mdm2-MdmX inh, low to high:
Structure,Mdm2-MdmX inh
COc1ccc(C(=O)NCCN2CCOCC2)cc1OC,2
Cc1nc(N2CCN(Cc3ccc4c(c3)OCO4)CC2)c2cc(-c3ccccc3)sc2n1,13
CCN(CCCNC(=O)c1[nH]c(C)c(C(C)=O)c1C)c1cccc(C)c1,21

# Bioassay records as filed in PubChem.
